Screening results from PubChem BioAssay.
hcDAF12 agonist – H. contortus DAF-12 nuclear receptor activators, primary screen, cell-based, luminescence, HEK293, lit1-tk-luc reporter. AID 652067, 2013. activation, % at 6.8 µM. HEK293 hcDAF-12 lit1-tk-luc reporter; 0% DMSO, 100% Δ7-dafachronic acid. 370,000 compounds, 1.4% hits;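 active means activation above the mean of all tested compounds plus 3 SD, cut at about 5.5% in these data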;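 further: 100% = response to 3 µM Δ7-dafachronic acid high control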
DAX1 inh-1 – DAX1 (NR0B1) inhibitors on StAR promoter, primary screen, cell-based, luminescence, SF-1 (NR5A1), full-length DAX-1 | AID 652010, 2013 | 370,000 compounds, 1.1% hits | HEK293T StAR-luciferase reporter, SF-1/DAX-1 repression relief | inhibition, % at 6.8 µM;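 active means inhibition above the mean over all tested compounds plus 3 SD, cut at about 3.6% in these data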;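 further: 0% = DAX-1 cells with DMSO and 100% = cells lacking DAX-1 with DMSO; higher inhibition means more luminescence from relief of DAX-1 repression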
PG9 binder – binders of HIV-1 gp120 antibody PG9, primary screen, biochemical, TR-FRET. TR-FRET gp120-PG9 antibody binding. inhibition, % at 6.7 µM. 360,000 compounds, 0.43% hits. AID 624416, 2012; in the data active means inhibition above about 8.5%
ADAM10 inh – human ADAM10 inhibitors, primary screen, biochemical, QFRET, HTS | recombinant ADAM10, EDANS/DABCYL FRET peptide cleavage, 3 h | inhibition, % at 7 µM | 370,000 compounds, 0.62% hits | AID 720582, 2013;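 active means inhibition above a per-campaign cutoff equal to the mean of compounds falling between control-based bounds plus 3 SD, cut at about 20% in these data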;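 further: 0% = DMSO wells while the 100% control is not disclosed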
Target sequence (O14672 214-748 limits assumed): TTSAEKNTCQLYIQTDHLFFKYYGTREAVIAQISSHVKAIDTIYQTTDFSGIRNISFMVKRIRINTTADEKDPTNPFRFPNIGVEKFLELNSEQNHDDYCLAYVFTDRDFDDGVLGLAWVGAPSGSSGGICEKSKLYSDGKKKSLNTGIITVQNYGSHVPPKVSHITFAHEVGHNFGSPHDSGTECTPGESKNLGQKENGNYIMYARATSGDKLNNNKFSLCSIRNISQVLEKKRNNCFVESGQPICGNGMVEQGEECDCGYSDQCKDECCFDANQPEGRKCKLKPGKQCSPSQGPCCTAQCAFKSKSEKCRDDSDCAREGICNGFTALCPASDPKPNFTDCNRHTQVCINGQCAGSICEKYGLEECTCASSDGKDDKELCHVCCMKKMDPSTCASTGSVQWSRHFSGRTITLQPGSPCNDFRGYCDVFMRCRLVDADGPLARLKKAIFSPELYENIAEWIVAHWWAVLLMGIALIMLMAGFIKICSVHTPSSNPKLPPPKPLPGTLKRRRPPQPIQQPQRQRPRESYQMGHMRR
hgDAF12 agonist – H. glycines DAF-12 receptor agonists, primary screen, cell-based, luminescence, HEK293, GAL4 fusion, UAS-luciferase | Nuclear hormone receptor DAF-12 (Heterodera glycines), GAL4 fusion | HEK293 GAL4-hgDAF12 UAS-luciferase reporter, agonist luminescence; normalized to butyrate control | 370,000 compounds, 1.8% hits | activation, % at 6.8 µM | AID 687014, 2013;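 active means activation above a cutoff set at the mean of all screened compounds plus 3 SD, cut at about 10% in these data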;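 further: 0% = DMSO wells and 100% = sodium butyrate wells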
DAX1 inh-2 – DAX1 (NR0B1) inhibitors, primary screen, cell-based, HEK293, Gal4-DAX1, luciferase luminescence. Nuclear receptor subfamily 0 group B member 1 (Homo sapiens), P51843. AID 504766, 2011. inhibition, % at 6.75 µM. 340,000 compounds, 0.99% hits. HEK293 Gal4-DAX1 luciferase reporter;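 active means inhibition above the mean over all tested compounds plus 3 SD, cut at about 4.2% in these data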;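 further: 0% = DAX1-transfected cells with DMSO and 100% = empty-vector control cells with DMSO; inhibition shows as a rise in luminescence from relieved DAX1 repression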
Target sequence (P51843 207-470 limits assumed): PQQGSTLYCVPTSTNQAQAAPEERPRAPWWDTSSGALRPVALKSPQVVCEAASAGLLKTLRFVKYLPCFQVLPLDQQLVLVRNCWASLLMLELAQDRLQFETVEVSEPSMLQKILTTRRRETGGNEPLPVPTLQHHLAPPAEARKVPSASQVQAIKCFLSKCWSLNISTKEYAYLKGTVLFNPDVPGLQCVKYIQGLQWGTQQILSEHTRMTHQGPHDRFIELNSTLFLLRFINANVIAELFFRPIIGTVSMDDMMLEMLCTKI
ADAM17 inh – ADAM17 inhibitors, primary screen, biochemical, QFRET | 370,000 compounds, 0.83% hits | AID 720648, 2013 | recombinant ADAM17, EDANS/DABCYL FRET peptide cleavage | inhibition, % at 6.95 µM;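 active means inhibition above the mean of compounds lying between control limits plus 3 SD, set per campaign, cut at about 8.5% in these data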;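 further: 0% = DMSO-only wells as the low control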
GAA850 FXN act – FXN promoter activators, primary screen, cell-based, luciferase luminescence, HEK293 lucGAA850; HEK293 lucGAA850 FXN promoter luciferase reporter, 24 h; percent of 10 µM SAHA response; activation, % at 6 µM; 360,000 compounds, 0.56% hits; AID 540364, 2011;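 active means activation above the average of all compounds screened plus 3 SD, cutoff fixed separately per campaign, cut at about 7.5% in these data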;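 further: 0% = DMSO wells and 100% = 10 µM SAHA wells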
SMARCA2 act – SMARCA2 (BRM) function activators, primary screen, cell-based, luminescence, high throughput; activation, % at 9.1 µM; MG213 cells, MMTV-luciferase reporter, dexamethasone, overnight; AID 652017, 2013; 370,000 compounds, 1% hits; in the data active means activation above about 7.8%;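 further: 0% = vehicle wells and 100% = reference activator wells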
ssDAF-12 act – S. stercoralis DAF-12 nuclear receptor activators, primary screen, cell-based, luminescence, HEK293, GRIP1 co-expression, lit1-tk-luc; 370,000 compounds, 1% hits; activation, % at 6.8 µM; Nuclear hormone receptor DAF-12 (Strongyloides stercoralis); HEK293 ssDAF-12/GRIP1 lit1-tk-luc reporter; % of 3 µM dafachronic acid response;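 active means activation above the mean over all tested compounds plus 3 SD, cut at about 0.9% in these data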;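 further: 0% = DMSO-only wells and 100% = 3 µM delta7-dafachronic acid wells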
NPR1 activator – GC-A stimulated cGMP production enhancers – HEK293 GC-A cells, cGMP TR-FRET, EC30 ANP, primary screen; 0% at EC30 ANP, 100% saturating ANP; activation, % at 10 µM; 370,000 compounds, 0.14% hits; AID 1671463, 2021; in the data active means activation above about 40%
Starred values were filed as active, the others as inactive; & = joins results of further samples. This is a random part of the collection; 6.8% or so of the library scored in one or more.

What do the screens show for `CCC(C(=O)NC(C)(C)C)n1c(-c2ccc3c(c2)OCO3)nc2ccccc21` (stereo not drawn)?
hcDAF12 agonist: -0.6; DAX1 inh-1: -0.9; PG9 binder: -1.4; ADAM10 inh: -5; hgDAF12 agonist: 1.4; ADAM17 inh: -4; SMARCA2 act: -3; ssDAF-12 act: -0.9; NPR1 activator: -3

What do the screens show for `CCOC(=O)C(C)Sc1cnccn1` (stereo not drawn)?
hcDAF12 agonist: -0.6; DAX1 inh-1: 0.3; PG9 binder: -2.2; ADAM10 inh: -5; hgDAF12 agonist: 0.3; DAX1 inh-2: -0.3; ADAM17 inh: -1; GAA850 FXN act: 2.1; SMARCA2 act: -1; ssDAF-12 act: -0.9; NPR1 activator: 2

How did CNc1cc([N+](=O)[O-])ccc1N/C=C/C(=O)c1cccs1 do in these assays?
hcDAF12 agonist: 8.9*; DAX1 inh-1: 2.0; PG9 binder: -4.4; ADAM10 inh: 9; hgDAF12 agonist: 3.1; DAX1 inh-2: 1.4; ADAM17 inh: 4; GAA850 FXN act: 2.1; SMARCA2 act: 6; ssDAF-12 act: 0.8; NPR1 activator: 8

Results for Cc1ccc2[nH]c3c(=S)nc[nH]c3c2c1 ?
hcDAF12 agonist: 3.1; DAX1 inh-1: 0.2; PG9 binder: 72*; ADAM10 inh: -17; hgDAF12 agonist: 0.5; DAX1 inh-2: -0.8; ADAM17 inh: -2; GAA850 FXN act: 4.0; SMARCA2 act: 1; ssDAF-12 act: -0.9; NPR1 activator: 26

What do the screens show for `CC(C)c1ccc(NC(=S)NNC(=O)c2cccnc2)cc1`?
hcDAF12 agonist: -0.4; DAX1 inh-1: -0.6; PG9 binder: -2.9; ADAM10 inh: 5; hgDAF12 agonist: 4.5; DAX1 inh-2: 0.8; ADAM17 inh: 6; GAA850 FXN act: -1.6; SMARCA2 act: -2; ssDAF-12 act: 0.0; NPR1 activator: 3

Results for CCOc1ccc(-n2c(N)c(C(=O)NCc3ccco3)sc2=S)cc1 ?
hcDAF12 agonist: -1.3; DAX1 inh-1: -0.5; PG9 binder: -0.5; ADAM10 inh: 4; hgDAF12 agonist: -3.2; DAX1 inh-2: 0.1; ADAM17 inh: -2; GAA850 FXN act: 2.7; SMARCA2 act: -5; ssDAF-12 act: -1.3; NPR1 activator: 1

Results for CCOC(=S)SCc1cn2ccccc2n1 ?
hcDAF12 agonist: -0.8; DAX1 inh-1: 0.2; PG9 binder: -0.7; ADAM10 inh: 2; hgDAF12 agonist: 3.8; DAX1 inh-2: 0.4; ADAM17 inh: -3; GAA850 FXN act: 1.8; SMARCA2 act: 1; ssDAF-12 act: -0.8; NPR1 activator: -1

What do the screens show for `Fc1ccc(-c2nc3ccc(Cl)cn3c2Cc2cccc(F)c2)cc1`?
hcDAF12 agonist: 0.7; DAX1 inh-1: 1.4; PG9 binder: -0.7; ADAM10 inh: -21; hgDAF12 agonist: 2.0; ADAM17 inh: -8; SMARCA2 act: -4; ssDAF-12 act: -1.0; NPR1 activator: 13

Results for CCOC(=O)C1CCCN(S(=O)(=O)Cc2ccccc2)C1 (stereo not drawn) ?
hcDAF12 agonist: -0.8; DAX1 inh-1: 0.5; PG9 binder: 0.0; ADAM10 inh: -1; hgDAF12 agonist: 1.0; DAX1 inh-2: 0.5; ADAM17 inh: -6; GAA850 FXN act: 3.0; SMARCA2 act: 1; ssDAF-12 act: -1.7; NPR1 activator: 5

What do the screens show for `CCCCCC(=O)N1CCN(CCN=CC2=C(O)CC(c3cccs3)CC2=O)CC1` (stereo not drawn)?
hcDAF12 agonist: -0.8&-0.4; DAX1 inh-1: -0.9&-0.3; PG9 binder: -1.1&-1.8; ADAM10 inh: -8&5; hgDAF12 agonist: 2.2&0.5; DAX1 inh-2: 1.1&0.0; ADAM17 inh: -4&-4; GAA850 FXN act: 0.7&0.1; SMARCA2 act: 4&1; ssDAF-12 act: -1.0&-1.3; NPR1 activator: -1&-4

How did O=C(O)c1cc(Cl)nc2ccccc12 do in these assays?
hcDAF12 agonist: -1.4; DAX1 inh-1: 0.8; PG9 binder: -2.4; ADAM10 inh: -8; hgDAF12 agonist: -0.9; DAX1 inh-2: -0.7; ADAM17 inh: -3; GAA850 FXN act: 0.4; SMARCA2 act: -2; ssDAF-12 act: -1.2; NPR1 activator: -3

How did O=C(CCNC(=O)c1ccco1)Nc1ccccc1N1CCOCC1 do in these assays?
hcDAF12 agonist: -1.5; DAX1 inh-1: 0.8; PG9 binder: 0.3; ADAM10 inh: -5; hgDAF12 agonist: -0.9; DAX1 inh-2: 3.3; ADAM17 inh: -2; GAA850 FXN act: -1.1; SMARCA2 act: -2; ssDAF-12 act: -1.2; NPR1 activator: -1

How did CNCc1cc(Br)c(OCC(=O)Nc2ccccc2OC)c(OC)c1 do in these assays?
hcDAF12 agonist: -1.1; DAX1 inh-1: 0.3; PG9 binder: -0.6; ADAM10 inh: -5; hgDAF12 agonist: 0.6; DAX1 inh-2: -0.7; ADAM17 inh: -2; GAA850 FXN act: -0.2; SMARCA2 act: -4; ssDAF-12 act: -1.3; NPR1 activator: -2

What do the screens show for `CCC(=O)Nc1ccc(C(=O)Nc2c[nH]c(=O)[nH]c2=O)cc1`?
hcDAF12 agonist: -0.3; DAX1 inh-1: -0.7; PG9 binder: 0.7; ADAM10 inh: -1; hgDAF12 agonist: -3.1; DAX1 inh-2: 0.3; ADAM17 inh: -3; GAA850 FXN act: -0.1; SMARCA2 act: -3; ssDAF-12 act: -1.6; NPR1 activator: -2

What do the screens show for `CCOC(=O)[C@@H](C)NS(=O)(=O)N(Cc1ccccc1)[C@H](C(=O)OC)C(C)C`?
hcDAF12 agonist: 1.0; DAX1 inh-1: 0.2; PG9 binder: -0.3; ADAM10 inh: -4; hgDAF12 agonist: 3.4; DAX1 inh-2: -0.2; ADAM17 inh: -2; GAA850 FXN act: 2.4; SMARCA2 act: 1; ssDAF-12 act: -1.5; NPR1 activator: 3

Results for Cc1ccc(N2CCN(c3ccc([N+](=O)[O-])cn3)CC2)c(C)c1 ?
hcDAF12 agonist: -1.4; DAX1 inh-1: 0.6; PG9 binder: 0.3; ADAM10 inh: -3; hgDAF12 agonist: -0.7; DAX1 inh-2: -0.4; ADAM17 inh: -1; GAA850 FXN act: 1.3; SMARCA2 act: 1; ssDAF-12 act: -1.1; NPR1 activator: 5

What do the screens show for `COc1ccc(CC(=O)OCC(=O)Nc2cccc(C(C)=O)c2)cc1OC`?
hcDAF12 agonist: 1.7; DAX1 inh-1: 1.5; PG9 binder: -1.1; ADAM10 inh: 5; hgDAF12 agonist: -2.3; DAX1 inh-2: 0.1; ADAM17 inh: 3; GAA850 FXN act: 2.4; SMARCA2 act: 4; ssDAF-12 act: -1.1; NPR1 activator: 1

What do the screens show for `CC(=O)Nc1ccc(N2Cc3ccccc3C2)cc1`?
hcDAF12 agonist: -2.4; DAX1 inh-1: -0.6; PG9 binder: -5.0; ADAM10 inh: 10; hgDAF12 agonist: -4.1; DAX1 inh-2: -0.8; ADAM17 inh: 0; GAA850 FXN act: -4.4; SMARCA2 act: -1; ssDAF-12 act: -2.4; NPR1 activator: 2

What do the screens show for `COc1ccc(S(=O)(=O)N2CCC(C(=O)N3CCC(C(N)=O)CC3)CC2)cc1Cl`?
hcDAF12 agonist: -2.5; DAX1 inh-1: 0.1; PG9 binder: -2.5; ADAM10 inh: 3; hgDAF12 agonist: 1.0; DAX1 inh-2: -0.3; ADAM17 inh: -2; GAA850 FXN act: 1.6; SMARCA2 act: 1; ssDAF-12 act: -1.0; NPR1 activator: 4

What do the screens show for `CN1CCN(c2nc3c(c(=O)[nH]c(=O)n3C)n2Cc2cccc3ccccc23)CC1`?
hcDAF12 agonist: 0.2; DAX1 inh-1: 0.0; PG9 binder: -0.6; ADAM10 inh: 3; hgDAF12 agonist: -2.3; DAX1 inh-2: 0.6; ADAM17 inh: -2; GAA850 FXN act: 1.1; SMARCA2 act: -2; ssDAF-12 act: -1.0; NPR1 activator: -8

What do the screens show for `CCC1(CC)NC(=O)N(CC(=O)Nc2ccc(-n3cnnn3)cc2)C1=O`?
hcDAF12 agonist: -0.8; DAX1 inh-1: 0.1; PG9 binder: 0.1; ADAM10 inh: -7; hgDAF12 agonist: 0.7; DAX1 inh-2: 0.1; ADAM17 inh: -2; GAA850 FXN act: 0.0; SMARCA2 act: -1; ssDAF-12 act: -1.1; NPR1 activator: 0

What do the screens show for `COc1cccc(CNc2nn[nH]n2)c1OC`?
hcDAF12 agonist: -1.2; DAX1 inh-1: 0.0; PG9 binder: -2.5; ADAM10 inh: 14; hgDAF12 agonist: -0.5; DAX1 inh-2: -0.3; ADAM17 inh: -1; GAA850 FXN act: -0.7; SMARCA2 act: 1; ssDAF-12 act: -1.7; NPR1 activator: 0

What do the screens show for `CC(=O)c1ccc(NC2OC(CO)C(O)C(O)C2O)cc1` (stereo not drawn)?
hcDAF12 agonist: 0.4; DAX1 inh-1: 0.5; PG9 binder: 2.2; ADAM10 inh: -7; hgDAF12 agonist: -0.2; DAX1 inh-2: -1.2; ADAM17 inh: -5; GAA850 FXN act: 0.9; SMARCA2 act: -1; ssDAF-12 act: -0.8; NPR1 activator: 1

Results for O=C(CCn1c(=S)[nH]c2ccccc2c1=O)NCCCN1CCCC1=O ?
hcDAF12 agonist: -0.5; DAX1 inh-1: -0.8; PG9 binder: -2.7; ADAM10 inh: 3; hgDAF12 agonist: -3.7; DAX1 inh-2: -0.2; ADAM17 inh: 0; GAA850 FXN act: -3.0; SMARCA2 act: -1; ssDAF-12 act: -1.0; NPR1 activator: 0

What do the screens show for `COc1ccc(C(c2c(C)n(C)n(-c3ccccc3)c2=O)c2c(C)n(C)n(-c3ccccc3)c2=O)c(OC)c1OC`?
hcDAF12 agonist: -0.8; DAX1 inh-1: 0.1; PG9 binder: 1.8; ADAM10 inh: -1; hgDAF12 agonist: -1.5; DAX1 inh-2: 1.5; ADAM17 inh: -2; GAA850 FXN act: 1.0; SMARCA2 act: -3; ssDAF-12 act: -0.8; NPR1 activator: 0
